# EBNA-1 inh – blocks EBNA-1 binding to DNA | actives 0.34% (n = 300,000) | AID 1950 | inhibition, % at 14.8 µM | EBNA-1 DNA binding, fluorescence polarization; in the data active = inhibition above about 28%
# pPAFAH inh – pPAFAH (human) enzyme inhibition; Q13093; recombinant pPAFAH, FP-rhodamine probe fluorescence polarization; actives 1.5% (n = 330,000); inhibition, % at 3.39 µM;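 active = inhibition above the mean inhibition across the screen plus 3 SD, cut at about 25% in these data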;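 note: inhibitors block binding of the rhodamine activity-based probe so polarization drops; 0% = enzyme with DMSO and 100% = wells lacking pPAFAH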
# LYPLA2 inh – blocks human lysophospholipase 2, a PME1 counter-screen; recombinant LYPLA2, FP-Rh probe fluorescence polarization; actives 0.38% (n = 320,000); O95372; inhibition, % at 5.9 µM;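 active = inhibition above the screen-wide mean plus 3 SD, limit set per campaign, cut at about 26% in these data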;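 note: 0% = LYPLA2 with DMSO and 100% = wells lacking LYPLA2 enzyme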
# Target sequence (O95372 whole entry, looked up): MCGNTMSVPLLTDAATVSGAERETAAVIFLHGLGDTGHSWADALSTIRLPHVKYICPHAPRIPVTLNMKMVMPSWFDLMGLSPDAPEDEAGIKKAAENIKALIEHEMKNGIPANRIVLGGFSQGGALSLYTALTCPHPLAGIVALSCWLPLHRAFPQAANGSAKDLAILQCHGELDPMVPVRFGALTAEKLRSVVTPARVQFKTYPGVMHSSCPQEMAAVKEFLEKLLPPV
# PAFAH1B3 FP inh – inhibitors of human PAFAH1B3 | recombinant PAFAH1B3, FP-rhodamine probe, fluorescence polarization | inhibition, % at 3.39 µM | actives 0.28% (n = 340,000);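 active = inhibition above the screen-wide average of all tested compounds plus 3 SD, cut at about 25% in these data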;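 note: 0% = enzyme with DMSO only and 100% = wells lacking PAFAH1B3 protein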
# Target sequence (Q15102 whole entry, looked up): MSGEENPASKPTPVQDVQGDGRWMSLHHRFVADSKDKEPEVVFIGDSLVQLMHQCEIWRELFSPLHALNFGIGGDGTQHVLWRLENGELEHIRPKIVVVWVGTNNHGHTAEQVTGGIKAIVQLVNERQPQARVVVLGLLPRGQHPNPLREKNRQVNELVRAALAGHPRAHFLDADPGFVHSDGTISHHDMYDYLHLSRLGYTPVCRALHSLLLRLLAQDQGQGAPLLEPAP
# PAFAH2 inh – PAFAH2 (human) inhibition | Q99487 | recombinant PAFAH2, FP-rhodamine activity probe, fluorescence polarization | inhibition, % at 3.39 µM | actives 0.99% (n = 340,000);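 active = inhibition above the mean over all tested compounds plus 3 SD, cut at about 30% in these data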;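 note: inhibitors block probe labeling of enzyme so polarization drops; 0% = enzyme with DMSO and 100% = wells lacking PAFAH2 protein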
# ZTA counter – counter-screen for EBNA-1 inhibitors: inhibitors of Epstein-Barr virus ZTA; AID 2234; P03206; actives 0.15% (n = 320,000); inhibition, % at 11 µM; ZTA-DNA binding, fluorescence polarization; in the data active = inhibition above about 33%
# Target sequence (P03206 whole entry, looked up): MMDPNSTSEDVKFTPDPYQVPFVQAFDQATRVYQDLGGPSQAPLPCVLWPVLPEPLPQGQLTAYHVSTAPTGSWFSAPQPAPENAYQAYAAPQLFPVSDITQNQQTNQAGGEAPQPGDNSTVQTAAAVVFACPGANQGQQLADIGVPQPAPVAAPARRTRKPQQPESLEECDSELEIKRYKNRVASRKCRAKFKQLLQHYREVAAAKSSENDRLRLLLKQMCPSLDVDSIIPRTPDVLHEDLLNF
# PREPL inhibitor – inhibits the human prolyl oligopeptidase-like enzyme; actives 0.68% (n = 320,000); recombinant PREPL, fluorescence polarization activity-based probe; inhibition, % at 5.96 µM; in the data active = inhibition above about 43%;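 note: 0% = enzyme with DMSO and 100% = wells lacking enzyme; many of its hits are not listed in these tables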
# PAFAH1B2 FP inh – PAFAH1B2 (human) inhibition; recombinant PAFAH1B2, FP-rhodamine activity probe, fluorescence polarization; inhibition, % at 3.39 µM; P68402; actives 1.2% (n = 340,000);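 active = inhibition above the mean of all tested compounds plus 3 SD, cut at about 24% in these data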;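 note: 0% = enzyme with DMSO and 100% = wells lacking PAFAH1B2; many of its hits are not listed in these tables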
# Target sequence (P68402 whole entry, looked up): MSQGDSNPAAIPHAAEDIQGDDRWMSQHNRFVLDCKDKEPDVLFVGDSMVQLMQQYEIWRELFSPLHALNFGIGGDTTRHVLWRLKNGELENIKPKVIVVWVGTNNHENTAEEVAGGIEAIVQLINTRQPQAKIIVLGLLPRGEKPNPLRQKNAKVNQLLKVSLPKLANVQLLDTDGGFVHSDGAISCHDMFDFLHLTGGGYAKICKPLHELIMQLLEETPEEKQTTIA
# LYPLA1 counter – blocks human lysophospholipase 1, a PME1 counter-screen | actives 0.16% (n = 320,000) | O75608 | inhibition, % at 5.9 µM | recombinant LYPLA1, FP-Rh probe fluorescence polarization;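 active = inhibition above the mean of all tested compounds plus 3 SD, set per campaign, cut at about 14% in these data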;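 note: inhibitors block serine hydrolase probe labeling of LYPLA1 so polarization falls; 0% = enzyme with DMSO and 100% = wells lacking LYPLA1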
# Active calls of the source: *; x = not tested or not shown.
SMILES,EBNA-1 inh,pPAFAH inh,LYPLA2 inh,PAFAH1B3 FP inh,PAFAH2 inh,ZTA counter,PREPL inhibitor,PAFAH1B2 FP inh,LYPLA1 counter
CCOc1ccc(S(=O)(=O)N(CC)CC(=O)NCc2ccncc2)cc1,-2,1,2,6,2,-2,12,-4,-2
Cc1ccnc2nc(C(=O)NC3=NCCS3)nn12,-1,5,6,8,-2,13,10,2,-1
COc1ccc2c(c1)c(C(=O)N/N=C/c1cn(C)c3ccccc13)c(C)n2C,7,7,0,3,8,6,6,10,1
O=C1N=C(N2CCCC2)S/C1=C\c1cn[nH]c1-c1ccccc1,1,3,11,x,x,-10,2,x,1
CC1(C)CC(=O)C(C(=O)/C=C/c2ccco2)C(=O)C1,-4,3,5,-4,0,0,-1,8,-2
O=C(COC(=O)c1ccc(Br)o1)NCC(=O)Nc1ccc(F)cc1,x,8,-2,9,-2,10,-1,-1,0
COc1ccc2c(c1)CC/C(=C/c1ccncc1)C2=O,-10,-1,1,-8,-6,18,-7,-3,-1
COc1ccc(NC(=O)CC2SC(N)=NC2=O)c([N+](=O)[O-])c1 (stereo not given),-8,0,-41,12,10,-4,-23,1,-3
COC1Cc2ccccc2N(C(=O)N2CCN(CCO)CC2)c2ccccc21 (stereo not given),6,3,-2,6,1,-1,1,-2,4
COc1cccc(N(C(=O)c2ccco2)C(C(=O)NC2CCCC2)c2ccc(N3CCOCC3)cc2)c1 (stereo not given),-10,-2,0,15,4,-2,17,5,1
COc1ccc(C2CC(=O)c3cnn(-c4nc(C)cc(C)n4)c3C2)cc1 (stereo not given),-5,-1,7,6,0,2,10,-5,2
Cc1ccc(O)c(-c2cc(-c3ccc(F)cc3)no2)c1,7,-4,5,-7,-4,-15,13,-3,-1
COC(=O)c1c(-c2cccc(C)c2)csc1N,4,9,2,4,-2,-3,-1,1,0
COc1ccc(OC)c2sc(NC(=O)c3ccc(Cl)s3)nc12,0,-6,-3,-1,2,-2,-10,0,-2
c1ccc(N2CCN(c3nnnn3-c3ccccc3)CC2)cc1,0,0,4,3,10,3,1,0,2
Cc1ccc2c(c1)N(C(=O)CCC(=O)NC1CCC(C)CC1)CCO2 (stereo not given),4,0,1,6,-9,16,-3,2,-5
N#Cc1c(C(F)(F)F)cc(-c2ccccc2)n(N)c1=O,-5,-2,-5,-1,-1,2,9,4,-1
CCCCN(C(=O)c1ccc(NC2CC2)c([N+](=O)[O-])c1)c1c(N)n(CC(C)C)c(=O)[nH]c1=O,x,0,-1,1,0,12,12,3,1
Clc1ccc(Nc2cc(-c3ccccc3)nc3ncnn23)cc1,-5,-1,-11,x,x,1,12,x,-5
OCCN1CCN(CC(O)COc2ccc(Cl)cc2)CC1 (stereo not given),5,1,3,4,3,-4,3,4,-1
Cc1ccc(CCN2CC(C(=O)NCCN3CCCCCC3)CC2=O)cc1 (stereo not given),-4,3,-5,5,-3,-5,35,1,-2
COc1ccccc1NC(=O)NCCN1CCN(c2cccc(Cl)c2)CC1,-8,-5,43*,11,-7,-11,-9,2,6
Cc1ccc([N+](=O)[O-])cc1N=C(c1cccc(Br)c1)N1CCOCC1,2,-1,-2,-4,1,7,3,6,-1
C=CCn1c(COc2ccc(F)cc2)nnc1SCC(=O)NC1CCS(=O)(=O)C1 (stereo not given),-13,0,4,-8,0,13,-4,5,4
CCNC(=O)N1CCN(CCCC(c2ccc(F)cc2)c2ccc(F)cc2)CC1,2,13,2,8,-3,0,-21,4,-3
CS(=O)(=O)Cc1cccc(C(=O)NC2CCSc3ccccc32)c1 (stereo not given),0,4,3,-3,-13,-13,7,4,-1
CCOc1ccc(C(=O)NCc2ccc3c(c2)OCO3)cc1OCC,-3,5,7,3,4,-6,-8,-5,1
CC1CN(Cc2nnc(-c3ccccc3)o2)CC(C)O1 (stereo not given),2,5,7,0,-6,3,-8,2,-1
CC1=NC(C(F)(F)F)(C(F)(F)F)C(C#N)=C(C)N1,11,1,-3,-6,3,2,5,2,1
Cc1c(NC(=O)c2ccc(F)cc2)c(=O)n(-c2ccccc2)n1C,14,2,-1,1,9,0,1,0,-1
CC(C)(C)OC(=O)NCCCC[C@H](NC(=O)c1nc[nH]c1C(=O)NC(c1ccccc1)c1ccccc1)C(=O)OC(C)(C)C,-20,1,-33,-1,-7,-3,14,-5,-15
Cc1ccc(CS(=O)(=O)CCC(=O)NCc2ccccn2)cc1,2,14,11,2,5,-12,9,6,4
C/C=C(\C)CN1CCc2cc(OC)c(OC)cc2C1,-11,-4,-5,-3,-1,-2,15,-2,-1
CC(CC(=O)NC(C)c1ccc2c(c1)OCCO2)c1ccccc1 (stereo not given),2,2,-4,11,6,-2,-2,6,0
COc1ccc(C2C(C(C)=O)=C(O)C(=O)N2c2ccc(O)cc2)cc1 (stereo not given),-9,-4,2,5,-9,-7,-2,2,-2
COc1ccc(N(CC(=O)Nc2ccc(C)cc2C)S(=O)(=O)c2ccccc2[N+](=O)[O-])c(OC)c1,8,21,1,x,x,10,-6,x,1
Cc1cc(C(=O)N/N=C/c2cc(N=Nc3ccccc3)ccc2O)n[nH]1,75*,14,5,29*,-17,17,13,6,-9
O=C(CSc1nccc(=O)[nH]1)NCc1ccc2c(c1)OCO2,3,1,1,10,1,-1,10,1,0
O=P(c1ccccc1)(c1ccccc1)C(O)c1ccc(Br)cc1 (stereo not given),3,2,2,9,-2,10,30,0,1
Cc1[nH]c(C)c(S(=O)(=O)N2CCN(c3ccccc3)CC2)c1C(=O)N1CCCCC1,6,-2,4,7,-5,-19,17,3,3
COc1cc(CNCCc2ccccc2)ccc1OCC(=O)NC(C)(C)C,-2,-5,3,5,0,8,-10,3,-3
COc1ccc(-c2cc(C(F)(F)F)n3nc(C(=O)NCc4ccco4)cc3n2)cc1,8,2,1,10,1,13,0,0,-5
COc1ccc2c(c1)C(=O)N(c1ccccc1OC)C(=O)C2,-16,0,-5,2,-3,12,3,3,-1
COC(=O)Cc1ccc(NC(=S)NCc2ccco2)cc1,3,0,-1,10,2,0,-4,10,1
Cc1nc2c(c(=O)c3ccccc3n2C)c(=O)n1C1CCCCCC1,4,5,1,14,8,7,7,6,2
O=C(O)C1(NS(=O)(=O)c2ccc(Cl)cc2)CCCCC1,2,0,14,4,-2,-7,23,6,2
O=C1NC(=Nc2ccc(O)cc2)S/C1=C\C=C\c1ccco1,-13,53*,-4,10,8,12,26,1,-4
Cc1ccc(S(=O)(=O)NC2CC(C)(C)NC(C)(C)C2)cc1,-5,5,0,3,4,2,-10,-2,-1
COc1ccc(CNC(=O)C[C@H]2C[C@H](C(=O)N3CCCCC3)[C@@]3(C)c4[nH]c5cc(CCC(=O)N(C)C)ccc5c4CCN3C2=O)cc1OC,x,2,x,6,-1,x,x,-1,x
CC(=O)NCCc1ccc(S(=O)(=O)Nc2ccc(C)c(S(=O)(=O)N3CCOCC3)c2)cc1,6,3,0,0,8,-3,3,3,3
O=C(CSCC(=O)N1CCCCC1)OCC(=O)c1c[nH]c2ccccc12,-2,0,6,3,-3,-17,25,0,4
CCCSc1nc2ccsc2c(=O)n1CC,-9,1,3,4,-4,6,3,-1,-5
COc1ccccc1CCC(=O)Nc1nccs1,-9,3,4,2,-4,-7,5,1,0
Cn1c(SCc2cccc(Br)c2)nc2c1c(=O)[nH]c(=O)n2C,3,1,3,17,8,17,9,1,0
FC(F)(F)c1ccc(Cl)c(-n2c(-c3cc(C4CC4)[nH]n3)n[nH]c2=S)c1,-3,3,2,7,4,-5,5,11,0
O=[N+]([O-])c1cccc(S(=O)(=O)[N-]c2nc3ccccc3nc2-n2cc[n+](Cc3ccccc3)c2)c1,0,5,-2,8,3,7,6,5,-1
O=C(c1cccc(Cl)c1)N1CCN(S(=O)(=O)c2ccc(Cl)s2)CC1,x,1,-3,8,12,-20,3,8,0
CCN(CC(=O)Nc1c(F)cccc1F)C(=O)C1CC1,x,-2,5,2,5,-4,22,-5,-2
COc1ccc(-c2csc(NC(=O)CSc3nc4ccccc4c(=O)[nH]3)n2)cc1,-4,8,-19,-12,-18,4,-32,-3,-12
Cc1ccccc1NC(=O)c1cccc(N2C(=O)C3CCC(C)CC3C2=O)c1 (stereo not given),0,0,7,9,-12,14,6,2,1
# (listing goes on)
SMILES,EBNA-1 inh,pPAFAH inh,LYPLA2 inh,PAFAH1B3 FP inh,PAFAH2 inh,ZTA counter,PREPL inhibitor,PAFAH1B2 FP inh,LYPLA1 counter
CCOc1ccccc1N(C)C(=O)C1CCN(S(=O)(=O)c2cccc3nonc23)CC1,-3,-1,4,2,2,11,19,0,-1
O=C(COC(=O)c1cccc(-n2cnnn2)c1)c1ccc(F)cc1,-4,0,-1,10,9,9,0,8,-4
CNC(=O)[C@@]1(Cc2ccccc2)C=C[C@@H](C)N1C(=O)OC,3,1,-2,4,-5,11,0,3,-1
COc1ccc(C)cc1NS(=O)(=O)c1cn(C)c(=O)n(C)c1=O,20,1,2,2,1,-3,-4,3,0
Cc1ccccc1S(=O)(=O)Cc1ccc(C(=O)N2CC(C)CC(C)C2)o1 (stereo not given),1,1,-3,6,4,-21,-3,0,0
Cn1c2c(c(=O)n(C)c1=O)NC1(N2)C(=O)Nc2ccccc21 (stereo not given),-3,-1,1,10,-3,1,2,1,-1
CC[C@H](C)[C@H]1O[C@]2(CC[C@@H]1C)C[C@@H]1C[C@@H](CC=C(C)[C@@H](O[C@H]3C[C@H](OC)[C@@H](O[C@H]4C[C@H](OC)[C@@H](O)[C@H](C)O4)[C@H](C)O3)[C@@H](C)C=CC=C3CO[C@@H]4[C@H](O)C(C)=C[C@@H](C(=O)O1)[C@]34O)O2,-7,4,4,1,-3,-14,3,9,-1
CN(C(=O)COC(=O)c1c2c(nc3ccccc13)CCCC2)c1c(N)n(Cc2ccccc2)c(=O)[nH]c1=O,0,4,-3,3,4,2,-4,1,-2
CC(C)(C)NC(=O)c1cccc2c1-c1ccccc1C2=O,0,7,-2,16,-3,2,7,7,1
O=S(=O)(NCCc1ccccc1)c1cccc2cccnc12,8,4,1,-2,4,7,-5,4,3
Cc1ccc(NC(=O)c2ccccc2Cl)c(Cl)c1,8,4,1,-4,3,15,-9,4,0
O=[N+]([O-])c1cccnc1NCCc1ccccc1,0,0,8,0,3,4,8,1,1
O=C(CN1CCN(C(=O)C2CCCO2)CC1)Nc1cc(C(F)(F)F)ccc1Cl (stereo not given),-3,2,-6,2,0,6,14,5,6
Cc1ccc(OCCNC(=O)c2ccccc2F)cc1,0,4,10,2,6,-16,2,-1,0
Cc1ccccc1C(=O)NC(CC(C)C)C(=O)Nc1cccc(S(=O)(=O)N(C)C)c1 (stereo not given),15,2,2,-1,-5,5,4,1,-1
O=C(O)c1ccc([N+](=O)[O-])c(CS(=O)(=O)c2ccc(Cl)cc2)c1,-10,4,2,6,4,-22,-5,-2,-2

# Screening data deposited in PubChem BioAssay by The Scripps Research Institute Molecular Screening Center.

# Only part of the results is shown, so the mix of outcomes need not match the whole.
